# Screening data (PubChem BioAssay)
# OXTR potentiator: potentiators of human oxytocin receptor; AID 2445; CHO-OTR cells, Fluo-8 calcium fluorescence, potentiator mode; 0% = oxytocin EC15, 100% = EC100; activation, % at 3 µM; actives 0.061% (n = 320,000); P30559;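 active = activation above that plate's cutoff, the mean activation of tested compounds plus 3 SD, cut at about 6.6% in these data, passing the limit was not always enough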;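 also: 100% uses oxytocin at 75 nM as the full agonist control; some results filed as inactive read as strong as hits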
# Target sequence (P30559 whole entry, looked up): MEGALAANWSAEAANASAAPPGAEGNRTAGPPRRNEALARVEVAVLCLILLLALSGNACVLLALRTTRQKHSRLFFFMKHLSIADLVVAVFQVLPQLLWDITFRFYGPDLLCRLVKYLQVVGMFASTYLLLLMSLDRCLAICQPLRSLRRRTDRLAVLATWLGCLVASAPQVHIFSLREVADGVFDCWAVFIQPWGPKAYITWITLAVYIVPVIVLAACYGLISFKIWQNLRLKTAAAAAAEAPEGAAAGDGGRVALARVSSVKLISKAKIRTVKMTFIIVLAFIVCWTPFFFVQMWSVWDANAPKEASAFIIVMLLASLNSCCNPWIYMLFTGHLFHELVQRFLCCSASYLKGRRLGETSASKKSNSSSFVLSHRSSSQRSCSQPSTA
#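 Assay system: CHO cell line stably expressing human OTR | Also added: Oxytocin at about EC15, sub-maximal agonist stimulus | Times: Compound 6 min at room temperature before oxytocin, 100 s read | Measured by: Fluo-8 intracellular calcium fluorescence, ex 470-495, em 515-575 nm | Controls: EC15 oxytocin alone as 0%, 75 nM oxytocin as 100%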
# GPR7 antag: human neuropeptides B/W receptor 1 antagonism. AID 1861. inhibition, % at 4.4 µM. actives 1.1% (n = 290,000). GPR7-expressing cells, fluorescence antagonist assay. P48145; in the data active = inhibition above about 16%, passing the limit was not always enough;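 also: cells stimulated with the agonist NPW; 0% = agonist with vehicle and 100% = vehicle without agonist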
# CHO parental Ca: signal in parental CHO cells, OX1R antagonist counter-screen; AID 463079; inhibition, % at 5.6 µM; actives 0.63% (n = 330,000); parental CHO-K1, ATP-induced calcium, Fluo-8 fluorescence;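 active = inhibition above that plate's mean sample inhibition plus 3 SD, cut at about 26% in these data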;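 also: 0% = ATP-challenged DMSO wells and 100% = DMSO wells without ATP; some compounds past the cut are filed as inactive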
#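 Material: parental CHO cells / Compound: single nominal dose of 5.6 µM per compound / Signal: Fluo-8 fluorescence / Replicates: singlicate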
# OXTR ag: human OXTR agonism | P30559 | CHO-OTR cells, Fluo-8 calcium fluorescence; normalized: DMSO 0%, oxytocin 100% | activation, % at 3 µM | actives 0.32% (n = 320,000) | AID 2435;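 active = activation above the mean of all tested compounds plus 3 SD, cutoff set per screening run, cut at about 20% in these data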;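 also: peak over basal fluorescence ratio from a 100 s FLIPR kinetic read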
# M1 ag parental: M1 agonist counterscreen hit in parental CHO-K1 cells; Fluo-8 calcium fluorescence; scaled to maximal ATP response, vehicle zero; actives 0.48% (n = 360,000); activation, % at 3 µM; in the data active = activation above about 15%;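 also: untransfected CHO-K1 host cells lacking M1 receptor as counterscreen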
# M1 PAM parental: counter-screen for M1 PAMs: effect in parental CHO-K1 cells. ATP EC20, Fluo-8 calcium fluorescence; 0% at ATP EC20, 100% at ATP max. actives 0.02% (n = 360,000). activation, % at 3 µM;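 active = activation above the run cutoff, the mean activation of all test compounds plus 3 SD, cut at about 40% in these data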;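 also: peak over basal fluorescence ratio in a 140 s read after ATP addition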
# V1R ag counter: activates human V1a receptor in oxytocin agonist counter-screen | P37288 | CHO-V1R cells, Fluo-8 calcium fluorescence, agonist mode; 0% DMSO, 100% 3 nM vasopressin | activation, % at 3 µM | actives 0.25% (n = 320,000) | AID 2797;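 active = activation above the mean activation of all tested compounds plus 3 SD, per screening run, cut at about 20% in these data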;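 also: signal is peak over basal fluorescence ratio across a 100 second FLIPR read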
# Target sequence (P37288 whole entry, looked up): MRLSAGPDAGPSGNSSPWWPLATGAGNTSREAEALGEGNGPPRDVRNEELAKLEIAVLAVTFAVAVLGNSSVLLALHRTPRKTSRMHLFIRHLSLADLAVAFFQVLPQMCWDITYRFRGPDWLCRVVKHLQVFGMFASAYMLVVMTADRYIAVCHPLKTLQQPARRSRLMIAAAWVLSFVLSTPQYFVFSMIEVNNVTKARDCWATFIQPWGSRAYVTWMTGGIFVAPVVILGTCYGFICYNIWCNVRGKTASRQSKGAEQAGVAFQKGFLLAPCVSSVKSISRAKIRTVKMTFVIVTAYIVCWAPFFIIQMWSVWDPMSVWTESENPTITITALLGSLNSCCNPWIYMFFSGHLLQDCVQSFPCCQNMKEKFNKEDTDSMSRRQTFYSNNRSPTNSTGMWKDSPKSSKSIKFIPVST
# CHO-K1 Ca antag: M1 antagonist counterscreen hit in parental CHO-K1 cells; ATP-induced calcium, Fluo-8 fluorescence; inhibition, % at 3 µM; actives 0.6% (n = 360,000);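 active = inhibition above a per-plate cutoff, the plate's mean sample inhibition plus 3 SD, cut at about 24% in these data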;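 also: 0% = DMSO plus EC80 ATP and 100% = DMSO alone without ATP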
# TAAR1 antag: human TAAR1 antagonism; CHO RD-HGA16 TAAR1, Fluo-8 calcium fluorescence, antagonist; inhibition, % at 3 µM; actives 1.5% (n = 360,000); AID 624466;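 active = inhibition above a per-plate cutoff, the mean inhibition of test compounds on that plate plus 3 SD, cut at about 49% in these data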;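 also: 0% = DMSO plus EC80 beta-PEA response and 100% = DMSO alone without agonist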
#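 Material: RD-HGA16 CHO cells with stable hTAAR1 and Gα16; Dosing: single nominal final test compound concentration of 3 µM; Schedule: seeding 17-24 h prior, 75-min 37 °C, 30-min RT dye loading; Detection: kinetic Fluo-8 calcium fluorescence measurement; Measure: % inhibition from peak post-agonist over basal fluorescence ratio; Benchmarks: vehicle and agonist controls.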
# * hit, by the source's call; nt = no result given. Not a hit list, and some 3.5% of all compounds hit somewhere here.
SMILES,OXTR potentiator,GPR7 antag,CHO parental Ca,OXTR ag,M1 ag parental,M1 PAM parental,V1R ag counter,CHO-K1 Ca antag,TAAR1 antag
Cc1ccc(C(=O)NNC(=O)CSc2nnc3c(n2)[nH]c2ccc(F)cc23)cc1,-2.9,-9.8,-14.5,0.8,0.4,10.3,-0.1,-2.8,-3.7
CCCCn1nc2cc(C(=O)NCc3ccccc3)ccc2c1OCC,-10.6,-11.4,-18.7,8.5,-1.6,-2.8,-1.6,-13.7,15.7
CC(=O)Nc1cc(-c2ccsc2)cn2c(-c3ccc(F)cc3)cnc12,nt,nt,nt,nt,0.2,-4.3,nt,6.8,12.5
COc1ccccc1N1CCN(C(=O)c2cc3n(n2)C(C(F)(F)F)CC(c2ccco2)N3)CC1 (stereo not drawn),-29.9,-1.7,-7.7,3.3,1.7,6.8,1.6,9.2,-11.6
O=C(Cc1ccc(Cl)cc1)NNC(=O)C1CC=CCC1C(=O)O (stereo not drawn),-5.0,2.3,-1.1,0.6,1.7,7.5,0.1,-4.3,-17.9
O=Cc1ccc(OCC(=O)NCC2CCCO2)cc1 (stereo not drawn),-7.1,0.2,4.4,-0.2,0.9,-9.6,0.8,-5.4,-1.0
CCn1nc(CC(=O)Nc2nnc(CC(=O)N3CCCCC3)s2)c2ccccc2c1=O,nt,0.9,nt,nt,-0.4,-3.9,nt,-2.8,-1.6
CCOC(=O)c1c(-c2ccc(C)o2)csc1N,-6.2,-4.2,-11.9,-2.0,0.5,11.6,-1.3,4.9,8.7
O=C(O)CC1SC(=O)N(CC(=O)c2ccccc2)C1=O (stereo not drawn),-0.9,-11.2,3.7,1.0,0.0,-23.4,0.7,11.4,0.5
COc1cccc(OC)c1Nc1nc(C)nc2c1nnn2Cc1ccccc1Cl,-8.0,0.6,-26.4,-0.1,1.2,0.2,-0.9,-18.1,-29.1
COC(=O)\C(C(C)=O)=C(/C=C/C=C/C=C/N(C)C)N(C)C,-8.6,-13.2,-18.4,0.4,0.6,5.4,-0.3,0.0,5.6
O=C(Nc1cc(S(=O)(=O)N2CCOCC2)ccc1Cl)c1ccncc1,-2.3,nt,-25.8,1.1,0.3,16.7,0.8,-9.4,-10.1
COc1cc(C[C@H](C)[C@H](C)Cc2ccc3c(c2)OCO3)ccc1O,-11.6,nt,-0.5,-0.9,0.5,17.5,-0.8,-15.7,nt
O=c1oc2ccccc2n1Cc1cccc(F)c1,0.1,1.4,-11.7,-1.6,-0.2,-0.9,1.8,5.1,8.2
CCCCCC(=O)Nc1nc2ccccc2[nH]1,-0.9,-12.4,-0.1,-0.7,0.0,12.7,-0.4,-6.2,-2.1
CCc1cc2cc3c(cc2nc1SCC(=O)Nc1c[nH]c(=O)[nH]c1=O)OCO3,-1.6,1.3,6.9,0.3,0.7,3.2,0.6,-9.3,-8.6
CCc1nc2c(OCC(=O)C(C)(C)C)cccn2c1N(C)C(=O)c1ccccc1F,nt,nt,nt,nt,0.2,11.8,nt,-11.0,-2.7
CCNC(=O)C(CCSC)NS(=O)(=O)c1ccc(C)cc1 (stereo not drawn),-2.9,-0.2,-10.1,-0.1,0.2,14.9,0.3,-7.9,-6.9
CCn1c(=O)c([N+](=O)[O-])c(NCCN(C)C)c2ccccc21,0.5,-2.7,-9.0,0.1,-0.3,1.3,0.3,-8.0,-15.8
Cc1cc(=O)n2nc(N3CCC(C(=O)Nc4cccc(Cl)c4C)CC3)sc2n1,-7.7,-5.9,7.8,-2.2,0.2,26.9,-1.8,-10.0,0.1
CC(C)C(=O)NNC(=O)c1csc(CS(=O)(=O)c2ccc(Cl)cc2)n1,-7.0,-4.3,-4.7,0.0,-0.1,-5.1,-0.1,1.1,-10.4
O=S(=O)(c1ccsc1)N1CC=C(c2ccccc2)CC1,-14.8,1.0,-3.4,-0.6,1.8,4.0,2.7,-7.6,17.1
Cc1cc(NS(=O)(=O)c2ccc(C(C)C)cc2)no1,-10.8,6.0,-9.9,0.0,0.8,-4.7,-0.1,1.1,-8.2
Cn1cccc1/C=C1\SC(=S)N(NC(=O)c2cccc(Cl)c2)C1=O,-8.0,6.1,-12.1,-1.0,0.7,1.6,0.0,-2.3,-1.3
Cc1oc(C(=O)O)cc1COc1ccc2c3c(c(=O)oc2c1)CCC3,-0.1,-11.4,9.2,4.3,0.8,12.1,-0.3,-19.0,-18.4
CCCn1c(NC(=O)c2cccc(S(=O)(=O)N3CCCC3)c2)nc2ccccc21,-1.2,-32.4,11.4,-0.6,4.7,19.9,0.1,-4.4,47.4
COc1ccc(S(=O)(=O)N2CCCCC2)cc1NC(=O)CNc1ccccc1C(C)=O,-7.5,nt,-8.1,1.4,2.1,6.1,2.5,-15.2,-1.9
C[C@H]1CN([C@@H](C)CO)C(=O)CCCn2cc(nn2)CO[C@@H]1CN(C)S(=O)(=O)c1ccc2c(c1)OCCCO2,nt,nt,nt,nt,0.3,3.2,nt,-2.8,-1.9
COC(=O)[C@]1(C)N[C@H](CN(C)C(=O)Nc2ccc(OC)cc2)[C@@H]2C(=O)N(Cc3ccccc3)C(=O)[C@@H]21,-7.8,nt,-16.1,0.0,0.1,8.7,1.9,-11.4,-6.5
CCN(CC)CCNCC1C(=O)O[C@@H]2C[C@@]3(C)CCC[C@H](C)C3=C[C@H]12 (stereo partly drawn),-2.8,12.8,-12.0,-0.7,0.0,18.2,0.2,-7.0,2.4
CCOc1ccc(S(=O)(=O)n2cnc3cc(C)c(C)cc32)cc1,-7.8,8.0,0.8,8.9,7.5,-0.1,5.8,20.8,-14.8
Cc1cc(NC(=O)CN2C(=O)NC(CCc3ccccc3)C2=O)no1 (stereo not drawn),-5.5,13.3,-11.8,2.2,-0.1,-12.1,0.8,-11.5,9.3
CC(=O)c1ccc(N2Cc3ccccc3C3(CCOCC3)C2=N)cc1,-0.8,3.9,-16.7,1.0,0.8,20.8,0.5,-20.9,-5.3
NC(=O)c1cc([N+](=O)[O-])ccc1NCc1ccc(O)cc1,-12.1,nt,2.4,9.8,4.4,4.1,8.4,-7.1,-3.0
Cc1ccc2nc(SC(C)C(=O)NC3CCCc4ccccc43)[nH]c2c1 (stereo not drawn),-2.5,-12.3,-0.4,-2.4,2.4,30.4,0.9,-10.0,-23.4
CCCc1ccc(C2=Nn3c(nnc3C(C)C)SC2)cc1,-9.3,-15.3,-24.4,-2.0,-1.1,-13.4,-0.2,13.0,nt
NC(=O)C(c1ccccc1)c1ncc(C(F)(F)F)cc1Cl (stereo not drawn),-1.7,-1.6,-0.9,0.8,0.1,-7.7,0.5,15.6,-3.1
COc1ccc(C2(c3ccc(OC)cc3)NC(=O)N(CC(=O)Nc3ccc(C(N)=O)cc3)C2=O)cc1,-2.9,-13.3,-7.2,-0.3,-0.8,-19.7,0.2,4.5,-19.4
COC(=O)Nc1ccccc1C(=O)N1CCN(c2ccc(C)cc2)CC1,-0.6,-8.7,-8.4,-1.0,-0.1,13.5,0.1,-5.7,-0.5
CCC(C)NC(=O)C(Cc1ccccc1)n1cccc1 (stereo not drawn),-3.1,-6.3,-10.0,-1.2,0.1,-0.6,-0.4,7.3,-11.3
CCc1cc(C(=O)Cc2ccc(F)cc2)c(O)cc1O,-7.2,-20.4,-0.9,-2.1,3.1,9.1,2.0,-6.4,-1.6
COc1ccccc1CNS(=O)(=O)CCNCc1ccco1,nt,nt,nt,nt,0.5,17.9,nt,-5.3,-6.9
CCCCN(C=O)c1c(CC)nc2ccc(C(=O)NCCc3ccccn3)cn12,nt,nt,nt,nt,0.8,-8.5,nt,-4.7,-1.6
Cc1ccc(CNC(=O)C2CCCN(c3nc(C)cc(C)n3)C2)cc1 (stereo not drawn),-12.1,-3.4,-10.8,-0.4,4.4,-1.4,0.3,-2.8,13.3
COCCSc1nnc(NC(=O)C2CC(=O)N(c3ccccc3)C2)s1 (stereo not drawn),0.3,-4.0,-12.6,-0.2,1.0,-4.5,0.6,-6.3,-12.2

# Part of the list above in order of formula weight, smallest number first.
SMILES,OXTR potentiator,GPR7 antag,CHO parental Ca,OXTR ag,M1 ag parental,M1 PAM parental,V1R ag counter,CHO-K1 Ca antag,TAAR1 antag
NC(=O)c1cc([N+](=O)[O-])ccc1NCc1ccc(O)cc1,-12.1,nt,2.4,9.8,4.4,4.1,8.4,-7.1,-3.0
CC(=O)c1ccc(N2Cc3ccccc3C3(CCOCC3)C2=N)cc1,-0.8,3.9,-16.7,1.0,0.8,20.8,0.5,-20.9,-5.3
COc1ccc(C2(c3ccc(OC)cc3)NC(=O)N(CC(=O)Nc3ccc(C(N)=O)cc3)C2=O)cc1,-2.9,-13.3,-7.2,-0.3,-0.8,-19.7,0.2,4.5,-19.4

# (cont.)
SMILES,OXTR potentiator,GPR7 antag,CHO parental Ca,OXTR ag,M1 ag parental,M1 PAM parental,V1R ag counter,CHO-K1 Ca antag,TAAR1 antag
Cc1sc(NC(=O)CN2CCCC2)nc1-c1ccc2c(c1)CCN2C(=O)c1ccc(F)cc1,-9.4,0.8,-9.6,-0.9,2.6,15.2,0.0,-12.4,-15.6
CCn1c(=O)cc(SCC(=O)NCc2cccnc2)c2ccccc21,-6.3,-15.2,-10.7,-0.1,0.1,9.9,-0.5,-15.4,7.5
Cc1cccc(-c2nc(CS(=O)CC(=O)NCCCSC3CCCCC3)c(C)o2)c1 (stereo not drawn),-0.4,11.0,-32.2,-1.0,0.8,-0.6,0.3,10.5,-15.7
O=C(c1ccc(Cl)c([N+](=O)[O-])c1)N(Cc1ccc(Cl)cc1)C1CCS(=O)(=O)C1 (stereo not drawn),0.8,1.6,-10.2,2.6,3.8,13.6,3.5,-2.6,-3.1
COc1ccc(C(=O)NC(=O)N2CCCCC2)cc1,-9.8,-4.7,14.1,-0.1,0.0,14.2,-0.8,-6.4,-1.9
CC1(C(=O)O)CCC(C(=O)NNC(=O)c2ccccc2Cl)C1(C)C (stereo not drawn),-2.6,nt,-7.9,0.0,-0.1,-5.5,0.0,1.5,-24.1
COCCCn1c(SCC(=O)Nc2ccc(C(=O)OC)cc2)nc2ccccc2c1=O,0.8,-2.0,-11.1,0.8,0.4,20.9,-0.2,-6.3,7.5
COc1ccc(C(C)(NC(C)=O)c2nc(-c3cccc4cccnc34)cs2)cc1 (stereo not drawn),nt,nt,nt,nt,0.5,-2.3,nt,-1.9,6.3
CCOC(=O)C1CCN(C(=O)COc2ccc(Cl)cc2C)CC1,-12.6,-8.9,-9.9,-0.6,1.2,16.2,-0.8,-10.6,8.3
COc1ccc(-c2ccc(CN3C(C)C(=O)N(Cc4cn(CCC5OCCO5)nn4)CCS3(=O)=O)cc2)cc1 (stereo not drawn),nt,nt,nt,nt,0.6,-14.3,nt,17.4,-7.4
C=CCn1c(O)c(C2=c3ccccc3=NC2=O)s/c1=N/c1nccs1,-5.8,5.7,-8.6,-0.7,-0.1,14.2,-0.1,-5.4,16.6
COc1ccc(-c2oc3ccccc3c2C#Cc2cncn2C)cc1,-4.0,nt,-8.5,0.0,-0.1,-11.1,0.0,-1.8,22.9
